Screens from PubChem.
LAP4 TOR yeast = modulators of LAP4-GFP expression in yeast, primary screen, S. cerevisiae, multiplex flow cytometry, MLPCN library. 3 h; median GFP as percent of DMSO wells. GFP response vs DMSO, % at 10 µM. 320,000 compounds, 0.34% hits. AID 2023, 2009;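 active = GFP response vs DMSO above a set limit, about the screen mean plus 3 SD, cut at about 150% in these data; inconclusive = under 70 cell events counted for the yeast strain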
RPL19A-GFP yeast = RPL19A-GFP expression modulators in yeast, primary screen, cell-based, S. cerevisiae, multiplex flow cytometry, MLPCN; AID 2025, 2009; 330,000 compounds, 0.3% hits; percent response vs DMSO, % at 10 µM; S. cerevisiae RPL19A-GFP strain, 3 h; hits give low values;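 active = percent response vs DMSO below 50%; inconclusive = fewer than 70 events counted for the yeast strain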;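 note: median channel GFP fluorescence of the barcoded RPL19A-GFP strain; ratio of sample median GFP to plate DMSO average so 100% = DMSO; lower means less RPL19A-GFP as with rapamycin TOR inhibition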
AGP1-GFP MLPCN = modulators of AGP1-GFP expression in yeast TOR pathway, primary screen, cell-based, multiplex flow cytometry, S. cerevisiae, MLPCN library. 3 h; GFP as percent of DMSO wells. GFP response vs DMSO, % at 10 µM. 320,000 compounds, 0.02% hits. AID 2066, 2009;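 active = GFP response relative to DMSO above a set limit, near screen average plus 3 SD, cut at about 150% in these data; inconclusive = fewer than 70 cells counted for the yeast strain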;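 note: median GFP channel fluorescence of the gated AGP1 strain per well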
Yeast superoxide = reduction of superoxide in aged yeast, primary screen, HTS | S. cerevisiae aged cells, superoxide DHE fluorescence; hits give low values | superoxide response (% of plate mean), % at 10 µM | 330,000 compounds, 0.18% hits;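 active = superoxide response under a set limit, about three screen SD below normal, cut at about 65% in these data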;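 note: yeast aged for seven days with compound at 30 °C before DHE staining; 100% = average MFI of all compound-treated wells on the plate with controls excluded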
CIT2-GFP yeast = modulators of CIT2-GFP expression in yeast, primary screen, S. cerevisiae, GFP fusion, multiplex flow cytometry, MLPCN library | S. cerevisiae CIT2-GFP strain, 3 h; 100 means same as DMSO wells | GFP response vs DMSO, % at 10 µM | 320,000 compounds, 0.065% hits | AID 2029, 2009;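 active = GFP response relative to DMSO above a set limit, near the screen mean plus 3 SD, cut at about 150% in these data; inconclusive = Fewer than 70 cells measured for a yeast strain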;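 note: ratio of well median GFP fluorescence to mean of DMSO wells on the plate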
VLA-4 inh = inhibition in human VLA-4 binding assay, primary screen, VLA-4 allosteric modulator project, MLPCN library, flow cytometry, VLA-4 expressing cells; 330,000 compounds, 0.2% hits; inhibition, % (about 7 µM as worked out from the volumes in the protocol); Integrin alpha-4 (Homo sapiens), P13612; AID 2557, 2010; ligand binding flow cytometry; in the data active = inhibition above about 50%
MEP2 TOR yeast = modulators of MEP2-GFP levels in yeast, primary screen, S. cerevisiae, multiplex flow cytometry, MLPCN library; AID 2016, 2009; S. cerevisiae MEP2-GFP strain, 3 h; 100% = DMSO control level; GFP response vs DMSO, % at 10 µM; 330,000 compounds, 0.51% hits;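 active = GFP response versus DMSO above a set limit, roughly screen mean plus 3 SD, cut at about 180% in these data; inconclusive = fewer than 70 cells counted for a yeast strain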;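 note: median GFP fluorescence of the barcode-gated MEP2-GFP cells per well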
GRK2 aptamer HTS = compounds blocking aptamer binding on GRK2 – biochemical, human GRK2, bead flow cytometry, HTS, primary screen | Beta-adrenergic receptor kinase 1 (Homo sapiens), P25098 | FAM-aptamer displacement from GRK2 | inhibition of aptamer binding, % at 10 µM | 330,000 compounds, 0.59% hits;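 active = inhibition of aptamer binding above 40%, roughly 3 SD of noise, on plates passing a quality check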;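 note: median bead fluorescence of bound FAM aptamer so fluorescent compounds give negative values; no value below 0 was filed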
Target sequence (P25098 whole entry, looked up): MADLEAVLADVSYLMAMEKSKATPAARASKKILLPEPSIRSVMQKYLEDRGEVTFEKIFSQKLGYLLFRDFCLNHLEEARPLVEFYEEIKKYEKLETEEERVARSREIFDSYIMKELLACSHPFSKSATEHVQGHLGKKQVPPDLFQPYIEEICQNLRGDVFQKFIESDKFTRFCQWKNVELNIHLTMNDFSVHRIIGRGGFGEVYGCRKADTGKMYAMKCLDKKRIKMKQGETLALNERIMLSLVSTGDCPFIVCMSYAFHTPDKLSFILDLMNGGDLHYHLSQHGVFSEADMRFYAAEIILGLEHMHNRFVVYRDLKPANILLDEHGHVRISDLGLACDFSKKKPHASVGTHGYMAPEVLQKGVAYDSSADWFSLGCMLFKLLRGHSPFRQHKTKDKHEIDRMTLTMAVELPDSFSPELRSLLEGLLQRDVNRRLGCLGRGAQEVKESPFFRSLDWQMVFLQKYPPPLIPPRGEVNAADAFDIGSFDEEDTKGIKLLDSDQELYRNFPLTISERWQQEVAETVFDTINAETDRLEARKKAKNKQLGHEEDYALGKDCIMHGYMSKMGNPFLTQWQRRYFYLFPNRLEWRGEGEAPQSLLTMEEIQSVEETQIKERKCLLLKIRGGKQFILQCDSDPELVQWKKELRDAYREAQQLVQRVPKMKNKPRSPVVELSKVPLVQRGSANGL
Numbers without * were called inactive; ? = inconclusive; / = no result given.

Results follow in this order: LAP4 TOR yeast	RPL19A-GFP yeast	AGP1-GFP MLPCN	Yeast superoxide	CIT2-GFP yeast	VLA-4 inh	MEP2 TOR yeast	GRK2 aptamer HTS
(1) O=C(c1cccnc1Cl)N(Cc1ccccc1)Cc1ccccc1
  90	95	92	79	96	-7	89	4
(2) COc1c(C)cc(S(=O)(=O)NCCN2CCOCC2)c(C)c1C
  83	104	93	103	98	14	91	2
(3) Nc1nc(=S)c2ncn([C@@H]3O[C@H](CO)[C@@H](O)[C@H]3O)c2[nH]1
  106	99	85	99	78	49	92	0
(4) COc1ccc(C(=O)N/N=C(\c2ccccc2)c2ccccn2)cc1
  106	99	97	95	80	-6	92	3
(5) Cc1cc(C(=O)NNC(=O)Nc2cccc(C(F)(F)F)c2)no1
  103	93	96	96	84	14	89	0
(6) C=CCN(C(=O)c1csnn1)C(C(=O)NCc1ccc(F)cc1)c1cccs1 (stereo unspecified)
  96	103	98	78	100	-1	106	1
(7) CN(CC(=O)NCc1cccnc1)S(=O)(=O)c1cc(Cl)ccc1Cl
  92	99	108	98	95	32	94	9
(8) Cc1cc2ccc(C)c(C)c2nc1SCC#N
  100	97	97	104	102	-1	99	0
(9) Cc1cccc(C)c1NC(=O)Cn1c(=O)c(N2CCCCC2)c(N)n(C)c1=O
  98	96	96	82	99	-5	103	0
(10) Cc1nn(C)c(C)c1CCC(=O)N1CCCC(N2CCN(c3ccc(F)cc3)CC2)C1 (stereo unspecified)
  101	96	102	91	103	-2	95	5
(11) Cc1ccc(S(=O)(=O)C2CS(=O)(=O)CC2O)cc1 (stereo unspecified)
  102	99	98	87	98	8	102	0
(12) O=C(CN1CCCCC1)Nc1cccc(-n2cnnn2)c1
  107	104	103	99	98	-1	105	0
(13) CCOCc1nnc(NC(=O)CSc2ccc(C)cc2)s1
  111	99	101	115	92	20	109	0
(14) O=C(CN(Cc1ccc(Cl)cc1)C(=O)CNS(=O)(=O)c1ccc(F)cc1)NCC1CCCO1 (stereo unspecified)
  87	94	94	92	98	-2	93	0
(15) CNC(=O)c1cc2cc(Cc3ccccc3Cl)ccc2oc1=O
  95	102	99	100	95	-14	97	1
(16) O=C1CC(c2cccs2)c2ccc3ccccc3c2N1 (stereo unspecified)
  100	97	101	167	96	-8	106	0
(17) O=C(Nc1ccon1)c1ccc(Cl)s1
  105	99	106	95	100	4	108	1
(18) CN(C)Cc1nc2c(c(=O)[nH]1)C(C)(C)Cc1ccccc1-2
  86	86	84	117	87	3	91	0
(19) COc1cccc(CNc2ccc(S(N)(=O)=O)cc2)c1OC
  96	96	99	89	100	19	96	0
(20) COc1ccc(C=Nc2ccc3[nH]ncc3c2)c(O)c1
  98	94	/	81	91	4	95	4
(21) CC(=O)c1cccc(S(=O)(=O)N2CCC(C(=O)O)CC2)c1
  117	99	101	91	101	-2	116	5
(22) Nc1nc(-c2cccc(F)c2)cs1
  101	101	105	100	102	3	100	1
(23) O=C(/C=C/c1ccccc1)Oc1coc(CSc2ncccn2)cc1=O
  105	99	91	98	95	3	97	0
(24) O=C(CSc1nnc(SCc2ccc(F)cc2)s1)Nc1ccc(C(=O)O)cc1
  107	98	98	106	90	2	93	0
(25) Cc1ccc(-n2nc3c(c2NC(=O)c2ccc4c(c2)OCO4)CSC3)cc1
  106	104	108	99	115	2	107	3
(26) COC(=O)c1c(NC(=O)CN2C(=O)NC3(CCC(C(C)(C)C)CC3)C2=O)sc2c1CCCCC2 (stereo unspecified)
  97	100	104	106	103	0	101	2
(27) CC(OC(=O)c1nn(C)c(=O)c2ccccc12)C(=O)Nc1ccc(S(N)(=O)=O)cc1 (stereo unspecified)
  97	90	96	95	100	5	90	2
(28) Cc1ccc([N+](=O)[O-])c(NC(=O)COC(=O)C2CC3CCCC(C2)C3=O)c1C (stereo unspecified)
  80	100	93	93	119	8	100	0
(29) CCOc1ccccc1NC(=O)CN(c1nccs1)S(=O)(=O)c1ccc(N)cc1
  93	97	101	90	94	12	96	0
(30) CS(=O)(=O)N(Cc1nnc(-c2cccs2)o1)c1ccc(Cl)cc1F
  103	105	106	106	100	1	100	0
(31) CC1(c2ccc(OC(F)F)cc2)NC(=O)N(CC(=O)c2ccc3c(c2)OCO3)C1=O (stereo unspecified)
  106	106	110	100	111	3	106	0
(32) Cc1ccccc1OCc1nc(-c2ccc(NC(=O)c3ccco3)cc2)no1
  96	97	100	104	97	15	97	3
(33) COc1ccc(NC(=O)c2cccc([N+](=O)[O-])c2)cc1
  103	104	96	110	101	6	115	1
(34) CCS(=O)(=O)N1Cc2ccccc2CC1C(=O)NCCc1c[nH]c2ccccc12 (stereo unspecified)
  86	93	86	99	87	-5	98	0
(35) O=C(c1ccc(-c2ccccc2Cl)o1)N1CCN(S(=O)(=O)c2cccs2)CC1
  105	95	104	112	91	-3	94	0
(36) N=c1sccn1CC(=O)Nc1ccccc1Cc1ccccc1
  99	97	96	103	93	8	98	0
(37) Cc1cc(C)c2c(=O)[nH]c(SCc3ccccc3)nc2n1
  96	98	95	111	75	6	100	1
(38) CN(C(=O)c1ccccn1)c1nnc(-c2cccnc2)s1
  98	99	99	105	105	7	106	0
(39) O=C(Nc1ccc(N2CCOCC2)c2nonc12)C1CCCC1
  122	107	107	109	101	4	106	3
(40) CCOc1cc(CNC(=O)CCCn2c(=O)c3cccn3c3cccnc32)cc(OCC)c1OCC
  99	102	101	92	101	2	106	2
(41) CC1(C)C(C=C(Cl)Cl)C1C(=O)N/N=C/c1ccccc1F (stereo unspecified)
  85	96	88	94	95	18	107	0
(42) Cc1ccccc1S(=O)(=O)N1[C@@H](c2ccc(F)cc2)C(C(=O)O)=CC[C@H]1c1ccc(Cl)cc1
  130	97	84	81	117	-5	89	0
(43) Cc1ccc(-n2ncc3c(NNC(=O)c4ccco4)ncnc32)cc1C
  100	96	101	95	95	-6	92	0
(44) CCCCCCCC(=O)N/N=C/c1ccncc1
  111	100	103	89	97	5	103	0
(45) Cc1ccc(Sc2ncccc2C(=O)NCC(c2ccc(F)cc2)N2CCOCC2)c(C)c1 (stereo unspecified)
  125	100	115	105	98	7	98	2
(46) O=C(NCC(=O)N1CCCCCCC1)c1ccco1
  102	99	108	89	107	44	100	0
(47) Cc1ccc(S(=O)(=O)N2CCC(C(=O)OCC(=O)N3CC(=O)Nc4ccccc43)CC2)cc1
  94	97	103	117	98	47	103	0
(48) CC(C)c1ccc(N2C(=O)CC(Sc3nc4ccccc4o3)C2=O)cc1 (stereo unspecified)
  107	98	104	102	98	4	100	1
(49) COc1ccc(C(CNC(=O)c2ccccc2SC)N(C)C)cc1 (stereo unspecified)
  83	87	77	88	87	11	?	3
(50) Cc1nc2ccccc2c(=O)n1NC(=O)CCC(=O)O
  103	99	102	100	105	-1	101	0
(51) CC(=O)c1c(C)[nH]c(C(=O)CN(C)CC(=O)Nc2ccccc2Cl)c1C
  94	98	102	115	104	-8	106	0
(52) COc1cc(C(C#N)N2CCC(c3ccccc3)=N2)ccc1O (stereo unspecified)
  93	102	107	92	111	0	101	0
(53) Cc1ccc(C)c(S(=O)(=O)N2CCCOC2CNC(=O)C(=O)NCc2ccccc2)c1 (stereo unspecified)
  89	100	97	104	101	1	90	1
(54) CC1(C)Oc2ccc3ccc(=O)oc3c2/C(=C/Nc2ccc(O)cc2)C1=O
  94	103	102	106	100	-1	100	0
(55) CN1CCC(NC(=O)CCc2ccccc2)CC1
  93	103	104	102	108	17	107	0
(56) CCCCCc1nnc(NC(=O)C(=O)OCC)s1
  106	102	86	99	92	22	97	0
(57) CCC1(c2ccccc2)NC(=O)N(CC(=O)N(c2ccccc2)C2CCS(=O)(=O)C2)C1=O (stereo unspecified)
  100	101	105	112	106	6	101	0
(58) CCOC(=O)C(NC(=O)NC1CCCCC1)(c1ccccc1)C(F)(F)F (stereo unspecified)
  102	105	106	94	103	4	111	0
(59) CCCCCc1c(O)nc(SCCN(CC)CC)[nH]c1=O
  117	95	106	100	104	-8	103	0
(60) O=c1[nH]cnc(O)c1C(c1cccc([N+](=O)[O-])c1)c1c(O)nc[nH]c1=O
  116	102	103	98	90	-4	105	1

Entries of single compounds, looked up by structure:
`CCOc1ccccc1NC(=O)CN(c1nccs1)S(=O)(=O)c1ccc(N)cc1` reads LAP4 TOR yeast: 93; RPL19A-GFP yeast: 97; AGP1-GFP MLPCN: 101; Yeast superoxide: 90; CIT2-GFP yeast: 94; VLA-4 inh: 12; MEP2 TOR yeast: 96; GRK2 aptamer HTS: 0
`CC(=O)c1cccc(S(=O)(=O)N2CCC(C(=O)O)CC2)c1` reads LAP4 TOR yeast: 117; RPL19A-GFP yeast: 99; AGP1-GFP MLPCN: 101; Yeast superoxide: 91; CIT2-GFP yeast: 101; VLA-4 inh: -2; MEP2 TOR yeast: 116; GRK2 aptamer HTS: 5

Other records.
Results follow in this order: LAP4 TOR yeast	RPL19A-GFP yeast	AGP1-GFP MLPCN	Yeast superoxide	CIT2-GFP yeast	VLA-4 inh	MEP2 TOR yeast	GRK2 aptamer HTS
(61) O=C(COc1cc2oc(=O)c3c(c2cc1Cl)CCCC3)NCc1cccnc1
  85	100	89	85	97	-4	86	0
(62) O=C(O)C1Cc2ccccc2CN1S(=O)(=O)/C=C/c1ccccc1 (stereo unspecified)
  95	102	96	102	95	7	98	3
(63) CCc1c(C(=O)Nc2ccccc2C(N)=O)csc1C
  93	98	88	102	91	4	97	0
(64) CCCCSC1=C(C#N)C(c2ccccc2C)C(C(=O)OCC)C(=O)N1 (stereo unspecified)
  103	95	100	127	92	4	96	0
(65) CC(NC(=O)c1cn(C(C)c2ccccc2F)nn1)c1ccncc1 (stereo unspecified)
  95	108	106	104	104	5	100	22
